TRPV1 agonist: HTS Assay for Compounds that Act as Agonists of the Vanilloid Receptor 1; Transient receptor potential cation channel subfamily V member 1 (Homo sapiens), Q8NER1; TRPV1-expressing cells, Fluo-8 calcium influx, agonist mode; activation, % at 8.33 µM; actives 0.19% (n = 320,000); AID 540275, 2011; in the data active = activation above about 80%; inconclusive = between about 30% and that limit; note: 0% is about no effect
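TRPV1-expressing cells were cultured overnight at 35.5C and loaded with Fluo-8 calcium dye for 40 to 90 min at room temperature. After a 10 s baseline, compound was added and calcium influx was read kinetically for 3 min (ex 480/em 520 nm).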
KCNH2 WT inh: qHTS for Inhibitors of KCHN2 3.1: Wildtype qHTS. actives 0.37% (n = 340,000). AID 720551, 2013. U2OS, BacMam KCNH2, thallium flux FluxOr; hits give low values. activity change, % at 1.84 µM;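 active = maximum activity change below -70%; inconclusive = maximum activity change between -70% and -50%; inactive = maximum activity change above -50%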; note: % is set by controls: 0 for no effect and ±100 for the full control effect
Target sequence (Q12809 whole entry, looked up): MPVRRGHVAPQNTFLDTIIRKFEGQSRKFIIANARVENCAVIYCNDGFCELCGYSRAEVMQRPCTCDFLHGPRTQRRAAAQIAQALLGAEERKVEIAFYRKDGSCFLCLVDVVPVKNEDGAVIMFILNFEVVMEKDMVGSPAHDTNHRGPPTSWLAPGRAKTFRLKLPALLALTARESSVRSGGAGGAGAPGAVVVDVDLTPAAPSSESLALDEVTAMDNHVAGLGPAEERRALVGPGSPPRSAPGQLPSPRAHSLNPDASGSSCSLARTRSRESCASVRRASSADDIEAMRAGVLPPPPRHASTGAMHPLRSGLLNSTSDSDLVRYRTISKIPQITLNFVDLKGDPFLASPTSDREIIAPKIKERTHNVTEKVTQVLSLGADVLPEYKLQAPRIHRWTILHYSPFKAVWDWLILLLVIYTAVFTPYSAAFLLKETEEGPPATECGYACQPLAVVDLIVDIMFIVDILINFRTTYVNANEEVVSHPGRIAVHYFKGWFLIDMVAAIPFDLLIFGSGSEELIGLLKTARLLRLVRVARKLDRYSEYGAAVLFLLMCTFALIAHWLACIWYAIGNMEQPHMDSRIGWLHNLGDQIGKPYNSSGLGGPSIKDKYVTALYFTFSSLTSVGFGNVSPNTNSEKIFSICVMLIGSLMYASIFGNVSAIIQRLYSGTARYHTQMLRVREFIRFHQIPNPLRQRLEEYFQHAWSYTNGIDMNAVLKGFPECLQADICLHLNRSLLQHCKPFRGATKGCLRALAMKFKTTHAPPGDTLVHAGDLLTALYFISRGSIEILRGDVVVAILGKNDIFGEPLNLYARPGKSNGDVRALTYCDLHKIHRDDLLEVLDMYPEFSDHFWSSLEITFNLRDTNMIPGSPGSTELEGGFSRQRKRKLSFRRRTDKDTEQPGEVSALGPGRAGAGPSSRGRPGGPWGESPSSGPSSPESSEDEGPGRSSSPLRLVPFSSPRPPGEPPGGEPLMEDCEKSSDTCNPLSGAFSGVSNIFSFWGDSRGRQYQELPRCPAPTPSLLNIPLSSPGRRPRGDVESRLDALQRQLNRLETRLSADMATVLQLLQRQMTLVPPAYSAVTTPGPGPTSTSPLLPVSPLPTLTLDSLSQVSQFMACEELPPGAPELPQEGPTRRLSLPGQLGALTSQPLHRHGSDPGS
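U2OS cells were transduced with wild-type KCNH2 virus (2.03 x 10^8 / mL) for 4 h at room temperature, then cultured overnight at 37 C. Thallium flux was read with FluxOr dye. Rate constants were normalized to DMSO controls.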
a7 integrin act: qHTS for Activators of Integrin-Mediated Alleviation for Muscular Dystrophy. AID 624291, 2012. actives 0.064% (n = 350,000). Potency, µM (doses to about 38.3 µM), for inactives: at the top dose activation, most hits filed as activators. alpha7betagal myoblasts, beta-gal FDG fluorescence, 48 h;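 note: potency is the fitted concentration of half-maximal effect; 100% = response of the positive control SU9516; nearly all actives have a fitted effect of over 60% in size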
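alpha7betagal+/- myoblasts (passage 13, 250/well) treated 48 h at 37C with compounds at 1:260 dilution of DMSO stock. Lysed, then beta-galactosidase activity read as FDG fluorescence (ex 480/em 540) after 30 min, with pre-read for autofluorescence.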
MLL CXXC-DNA inh: qHTS Fluorescence Polarization Assay for Inhibitors of MLL CXXC domain - DNA interaction. MLL-CXXC / FITC-HOXA9 DNA fluorescence polarization. Potency, µM (doses to about 115 µM), inactives show at the highest dose activity change, negative = inhibition, most hits filed as inhibitors. actives 0.037% (n = 290,000). AID 2662, 2010; active = well fitted inhibition curve with a large enough effect in the polarisation, with a control signal flat, not every such curve was filed as active; inconclusive = small, poorly fitted or top-dose-only effect, or effect the other way, or a change in a side signal; inactive = no such curve, though single readings can be large or run the other way; the % refers to the polarisation; note: potency is the fitted concentration of half-maximal effect
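Fluorescence polarization: 7 uM MLL-CXXC (stock) preincubated 5 min with compounds, then 50 nM fluorescein-HOX-A9 DNA (stock) added; 30 min ambient. Buffer 50 mM Tris-HCl pH 7.5, 50 mM NaCl, 1 mM DTT, 0.05% BSA.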
A-T KAP1 phos: qHTS Assay for Identifying a Potential Treatment of Ataxia-Telangiectasia; Potency, µM (top dose mostly 57.5 µM), inactives show top-dose activation, hits mostly activators; […] A-T fibroblasts, KAP-1 phosphorylation AlphaLISA; neocarzinostatin DNA damage 30 min before lysis; AID 485349, 2010; actives 0.19% (n = 320,000); note: potency is the fitted concentration of half-maximal effect; % of control where 0% means no effect; nearly all actives have a fitted effect of over 45% in size
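hTERT-immortalized A-T patient fibroblasts ([…]), 500 cells/well in OPTI-MEM, 1% FBS, got compounds for 60 min, then NCS for 30 min at 37C. Lysates were then assayed for phospho-KAP-1 by AlphaLISA (anti-pKAP1 donor, anti-KAP1 acceptor beads), 6 hr at 25C.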
KCNH2 3.1 block: qHTS for Inhibitors of KCHN2 3.1: Mutant qHTS | Potassium voltage-gated channel subfamily H member 2, brain isoform KCNH2 3.1 (human) | U2OS KCNH2 3.1, thallium flux FluxOr; hits give low values | activity change, % (tested at about 1.8 µM) | actives 0.95% (n = 340,000) | AID 720553, 2013;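 active = maximum activity change below -70%; inconclusive = maximum activity change from -70% to -50%; inactive = maximum activity change above -50%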;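 note: thallium influx rate constant from kinetic fluorescence after stimulation buffer; % is set by controls: 0 for no effect and ±100 for the full control effect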
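Measured as rate of thallium-driven FluxOr signal in transduced U2OS cells carrying the 3.1 channel, read kinetically for 2 min upon stimulation; values are rate constants scaled to DMSO control wells.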
GALK inh: qHTS Assay for Inhibitors of Human Galactokinase (GALK) | actives 0.007% (n = 270,000) | Purified GALK, Kinase-Glo residual ATP luminescence | P51570 | Potency, µM (highest dose often 57.5 µM), without a hit: top-dose activity change, negative = inhibition, usual class: inhibitors | AID 1868, 2009; note: potency is the fitted concentration of half-maximal effect; % is set by controls: 0 for no effect and ±100 for the full control effect
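Galactose (100 uM) and ATP (35 uM) were turned over by 5 nM GALK for 1 h at RT. Kinase-Glo Plus then converted the remaining ATP into a luminescent signal.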
MBNL1-CUG inh: qHTS Assay for Inhibitors of MBNL1-poly(CUG) RNA binding. actives 0.036% (n = 280,000). AID 2675, 2010. Potency, µM (series often up to 57.5 µM), without a hit: at the highest dose activity change, negative = inhibition, most hits filed as inhibitors. TR-FRET MBNL1-His/biotin-(CUG)12 binding, 665/545 ratio. Muscleblind-like protein 1 (Homo sapiens), Q9NR56; active = well fitted inhibition curve with a large enough effect in the signal ratio, with a control signal flat, not every such curve was filed as active; inconclusive = small, poorly fitted or top-dose-only effect, or effect the other way, or a change in a side signal; inactive = no such curve, though single readings can be large or run the other way; the % refers to the signal ratio; note: potency is the fitted concentration of half-maximal effect; % is set by controls: 0 for no effect and ±100 for the full control effect
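TR-FRET between His-tagged MBNL1 and biotin-(CUG)12 RNA, detected with Tb anti-His antibody (0.055 ng/ul) and streptavidin-XL665 (5 nM), 60 min at room temperature. Compounds titrated 92 nM to 58 uM; 665/545 nm ratio normalized to buffer and complex controls.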
FBPA coupling cs: qHTS Assay for Inhibitors of Fructose-1,6-bisphosphate Aldolase from Giardia Lamblia: Coupling assay counterscreen | activity change, negative = inhibition, % at 58.2 µM, hits read low | coupling enzyme system counterscreen, AmpLite Red fluorescence | actives 0.67% (n = 290,000); in the data active = activity change below about -30%; note: % is set by controls: 0 for no effect and ±100 for the full control effect
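Counterscreen of the coupled detection system alone, without aldolase: glyceraldehyde-3-phosphate coupling enzymes plus AmpLite Red readout. Compounds at 57.5 uM final, 10 min RT preincubation, 20 min RT reaction, fluorescence 525/598 nm.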
ASM inhibitor: Inhibitors of Secretory Acid Sphingomyelinase (S-ASM): qHTS. Sphingomyelin phosphodiesterase (Homo sapiens), P17405. placental ASM, HMU-PC fluorogenic substrate, 60 min. Potency, µM (doses to about 57.5 µM), inactives show at the top dose activity change, negative = inhibition, usual class: inhibitors. actives 0.006% (n = 340,000). AID 504937, 2011; note: potency is the fitted concentration of half-maximal effect
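HMU-PC0 cleavage (9 uM final) by human placental ASM, 60 min at 37 °C following 10 min compound exposure at RT; stopped at pH 10, fluorescence Ex 386/Em 447 nm.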
The depositor's hits bear a star; u = inconclusive; x = no result given; [ ] = remark or other dose. Unless noted, calls come from the whole dose curve; as a rule, active = well fitted curve in the direction sought with a large enough effect; inconclusive = small, poorly fitted or top-dose-only effect, or another doubt; inactive = no such curve, though single readings can be large; an effect the other way counts as inactive or inconclusive.

SMILES	TRPV1 agonist	KCNH2 WT inh	a7 integrin act	MLL CXXC-DNA inh	A-T KAP1 phos	KCNH2 3.1 block	GALK inh	MBNL1-CUG inh	FBPA coupling cs	ASM inhibitor
CC(=O)c1cccc(NC(=O)C(Sc2ncnc3ccccc23)c2ccccc2)c1 (stereo not drawn)	-6	-5	-5%	13%	x	-4	-1%	13%	3	-15%
CC1(C)CC(=O)c2sc(N3CCCCC3)nc2C1	3	-5	16%	-4%	-8%	-19	-1%	13%	-1	0%
O=C(O)c1ccccc1C(=O)Nc1ccc(Br)c(C(F)(F)F)c1	-10	-28	38%	-3%	0%	8	-13%	0%	8	3%
CCS(=O)(=O)c1ccc(-c2csc(-c3ccccc3Cl)n2)c(Cl)c1Cl	-2	-6	-40%	3%	-6%	-7	0%	2%	-4	-2%
Cc1cccc(-c2nnc(NC(=O)c3ccc(N4C(=O)CCC4=O)cc3)s2)c1	-8	-5	9%	3%	11%	-2	x	92%[activator]	3	-4%
CCOc1ccc(N(CC(=O)NC2CCCCCC2)S(=O)(=O)c2c(C)noc2C)cc1	x	-1	-11%	-2%	1%	-11	1%	-2%	0	0%
O=C(NCCCN1CCCC1=O)c1ccc(Cl)c(Cl)c1	7	2	-19%	7%	3%	-10	9%	x	3	4%
CC(=O)Nc1ccc(NC(=O)C(C)OC(=O)c2cccs2)cc1 (stereo not drawn)	5	11	24%	x	6%	-9	x	x	x	2%
CN(C)/C=C/C(=O)c1ccc2noc(-c3cccc(F)c3)c2c1	-6	-5	14%	17%	3%	0	1%	u	3	-5%
COC(=O)CCC(=O)NC1CC(C)(C)Cc2c1cnn2-c1ccccc1 (stereo not drawn)	4	5	4%	3%	-3%	6	-6%	-4%	3	8%
CCc1nc(SCC(=O)Nc2ccc(N(C)C)cc2)n[nH]1	-8	8	-50%[inhibitor]	x	-8%	2	x	x	x	2%
COC(=O)C(C)Oc1ccc2c(-c3cccc([N+](=O)[O-])c3)cc(=O)oc2c1 (stereo not drawn)	u	-5	-25%[7.66 µM]	-3%	-1%	-9	6%	17%	1	-4%
CCN=C1SC(C(=O)Nc2cccc(Br)c2)CC(=O)N1CC (stereo not drawn)	28	-7	11%	8%	5%	20	2%	x	0	-1%
CCn1ccc(C(=O)Nc2ccccc2Cl)n1	11	x	0%	-8%	-2%[11.5 µM]	0	3%	-12%	1	4%
O=C1NC2(CCCCCC2)C(=O)N1Cc1ccccc1Cl	8	-6	17%	0%	1%	-9	0%	1%	4	0%
Cc1ccc(S(=O)(=O)N2CCCC2C(=O)Nc2nccs2)cc1 (stereo not drawn)	0	-7	0%	9%	3%	6	17%	-3%	3	2%
CC(Oc1ccc2c3c(c(=O)oc2c1)CCC3)C(=O)NCc1cccnc1 (stereo not drawn)	2	8	u	6%	8%	-7	0%	5%	x	6%
Cc1cc([N+](=O)[O-])ccc1NC(=O)C(C)NC1CCCCC1 (stereo not drawn)	-4	2	26%	5%	2%	7	0%	u	-2	-3%
CCCCC(O)(CCCC)C(=O)NN(C(=O)OC)c1ccc(C)cc1	u	-7	10%	-18%	-4%	15	1%	0%	2	2%
Cc1cc(C)cc(NC(=O)C(Sc2ncnc3ccccc23)c2ccccc2)c1 (stereo not drawn)	-2	1	-28%	21%	8%	-24	1%	1%	1	-11%

Ordered by value in MLL CXXC-DNA inh (high to low): 3 from the list above.
| SMILES | TRPV1 agonist | a7 integrin act | MLL CXXC-DNA inh | GALK inh | ASM inhibitor |
| --- | --- | --- | --- | --- | --- |
| O=C(NCCCN1CCCC1=O)c1ccc(Cl)c(Cl)c1 | 7 | -19% | 7% | 9% | 4% |
| O=C1NC2(CCCCCC2)C(=O)N1Cc1ccccc1Cl | 8 | 17% | 0% | 0% | 0% |
| COC(=O)C(C)Oc1ccc2c(-c3cccc([N+](=O)[O-])c3)cc(=O)oc2c1 (stereo not drawn) | u | -25%[7.66 µM] | -3% | 6% | -4% |

Next compounds follow:
SMILES	TRPV1 agonist	KCNH2 WT inh	a7 integrin act	MLL CXXC-DNA inh	A-T KAP1 phos	KCNH2 3.1 block	GALK inh	MBNL1-CUG inh	FBPA coupling cs	ASM inhibitor
COCCNC(=O)c1cc2nc(-c3ccccc3)cc(C)n2n1	1	-2	-10%	7%	0%	6	-1%	35%[activator]	0	51%[activator]
CC1CCN(CCC(=O)Nc2ccccc2)CC1	0	1	3%	-1%	0%	12	10%	-3%	7	0%
O=C(c1cncc(Br)c1)N1CCN(S(=O)(=O)c2ccc(Cl)cc2)CC1	-1	1	4%	-3%	5%	-6	5%	-2%	3	0%
COc1ccc(-c2nnc(NC(=O)CSc3ccccc3)s2)cc1OC	-2	4	24%	-3%	3%	-15	1%	0%	4	2%
CCCCCC(=O)N1CC2(CC(c3cccc(NC(=O)[C@@H]4CCC(=O)N4)c3)=NO2)C[C@@H]1C(N)=O (stereo partly drawn)	-2	-3	11%	2%	-3%	-5	-2%	3%	-1	5%
COC(=O)c1c(CCl)noc1C(=O)NC(C)C	-2	4	5%	-9%	1%	-40	-1%	11%	3	2%
Cc1ccc2nc(NC(=O)C3CCN(S(=O)(=O)c4cnc[nH]4)CC3)sc2c1	1	-2	16%	6%	1%	2	x	-1%	1	-9%
CC(C)c1ccc(S(=O)(=O)NC2CCS(=O)(=O)C2)cc1 (stereo not drawn)	-1	-5	0%	x	3%	-7	x	x	x	-1%
O=C(Nc1ccccc1)Nc1cccc2cccnc12	u	1	2%	11%	0%	-7	0%	8%	-8	-15%
CC(=O)Nc1ccc(S(=O)(=O)NNC(=O)c2ccc(S(=O)(=O)N3CCCCC3)cc2)cc1	-1	-2	3%	-1%	0%	-7	2%	x	3	-1%
O=c1cc(N2CCCCCC2)[nH]c(=O)n1-c1ccc(Cl)cc1	u	0	-2%	4%	1%	8	-3%	4%	-3	-1%
CON(C)c1nc(NCC(C)C)nc(OCC#N)n1	-1	13	-16%	3%	-1%	0	-2%	-18%	-1	0%
CC(C)[n+]1ccn(C2=C([O-])c3ccccc3C(=O)/C2=N\S(=O)(=O)c2ccccc2)c1	3	12	-56%[inhibitor]	-23%	31%	-11	5%	u	-44*	-1%
C=CCSc1nc2c(c(=O)[nH]1)C(C(C)C)C(C#N)=C(N)O2 (stereo not drawn)	-1	0	-5%	-17%	5%	-3	0%	10%	6	1%
O=C(COC(=O)c1nn(-c2ccccc2)c(=O)c2ccccc12)NC1CCS(=O)(=O)C1 (stereo not drawn)	-3	-2	30%	9%	-2%	1	1%	17%	4	-2%
Oc1ccc(/C=N/Nc2ccc(Cl)nn2)cc1O	6	-3	14%	28%	15%	-10	-3%	u	-6	-5%
N#C/C(=C\c1cn[nH]c1-c1ccc(Cl)cc1)C(=O)NC1CC1	3	4	18%	8%	0%	-13	-3%	u	0	1%
O=C(CCC(=O)Nc1ccccc1Cl)NNC(=O)C1CCCCC1	x	4	9%	x	-3%	11	x	x	x	-1%
Cc1cccc(C(=O)OCC(=O)N2CCc3ccccc3C2)c1O	x	-4	-8%	x	12%	-15	x	x	x	-2%

Some entries already given, reduced to KCNH2 3.1 block, KCNH2 WT inh and a7 integrin act:
| molecule | KCNH2 3.1 block | KCNH2 WT inh | a7 integrin act |
| --- | --- | --- | --- |
| Oc1ccc(/C=N/Nc2ccc(Cl)nn2)cc1O | -10 | -3 | 14% |
| N#C/C(=C\c1cn[nH]c1-c1ccc(Cl)cc1)C(=O)NC1CC1 | -13 | 4 | 18% |

Assay outcomes (PubChem BioAssay)
